From PubChem BioAssay
D2 potentiator: HTS Assay for Positive Allosteric Modulators of the Human D2 Dopamine Receptor: Primary Screen for Potentiators. D(2) dopamine receptor (Homo sapiens), P14416. HEK293 T-REx D2, calcium flux, EC20 dopamine potentiation. potentiation, % at 10 µM. actives 0.34% (n = 340,000);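 active = potentiation over 3 SD above the plate norm, cut at about 30% in these data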; note: 0% is about no effect
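Potentiation of an EC20 dopamine calcium response measured kinetically over 180 s, after a preceding 180 s compound-only read flagging agonists. Cells: inducible Hek293 Trex D2 line, 4000/well, cultured overnight at 30 C before dye loading.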
D2 ag: HTS Assay for Allosteric Agonists of the Human D2 Dopamine Receptor: Primary Screen for Agonists; HEK293 T-REx D2 cells, calcium flux agonist mode; AID 485358, 2010; actives 0.53% (n = 340,000); activation, % at 2 µM; D(2) dopamine receptor (Homo sapiens), P14416;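 active = activation over 3 SD above normal in the single-dose calcium agonist read, cut at about 30% in these data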; note: 0% is about no effect
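Tetracycline-induced HEK293 Trex cells with D2 receptor force-coupled to calcium signaling, plated overnight at 30 C and loaded with no-wash calcium dye. Calcium flux read kinetically for 180 s after compound addition; responses flag agonists.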
TRHR PAM: qHTS for Small Molecule Agonists and Allosteric Enhancers of Human TRH Receptor: Primary Screen for Enhancers | actives 0.66% (n = 360,000) | AID 493056, 2011 | TRHR cells, fluo-8 calcium fluorescence, EC20 TRH enhancement | Thyrotropin-releasing hormone receptor (Homo sapiens), P34981 | enhancement, % at 2 µM; in the data active = enhancement above about 30%; note: 0% is about no effect
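Enhancer read-out: after compound pinning and an initial kinetic agonist-mode read, an EC20 of TRH (10 nM final) was injected and fluo-8 calcium signal (Ex 480/Em 530) followed at 1 s/cycle for 100 cycles in TRHR-expressing cells.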
TRHR agonist: qHTS for Small Molecule Agonists and Allosteric Enhancers of Human TRH Receptor: Primary Screen for Agonists; Thyrotropin-releasing hormone receptor (Homo sapiens), P34981; TRHR cells, calcium flux fluo-8, FDSS agonist mode; activation, % at 2 µM; actives 0.18% (n = 360,000); note: 0% is about no effect
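Steps: seed TRHR cells overnight; add fluo-8 no-wash Ca dye, RT 30 min–1.5 h; record 10 s baseline; pin-transfer compounds; monitor fluorescence 1 cycle/s for the agonist window. Calcium increases flag candidate agonists.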
D1 potentiator: Potentiators of Human D1 Dopamine Receptor: qHTS; HEK293 TREx D1 cells, calcium flux, dopamine EC20 potentiation; potentiation, % at 10 µM; actives 0.036% (n = 360,000); in the data active = potentiation above about 30%; note: 0% is about no effect
D1 agonist: Allosteric Agonists of the Human D1 Dopamine Receptor: qHTS | D(1A) dopamine receptor (Homo sapiens), P21728 | activation, % at 2 µM | HEK293 T-REx D1 cells, calcium flux, agonist mode | AID 504660, 2011 | actives 1% (n = 360,000); note: 0% is about no effect
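Inducible HEK293 T-REx D1 cells, force-coupled to calcium signalling, were plated at 4000 cells/well with tetracycline and held overnight at 30 C. After no-wash calcium dye loading, compound-evoked calcium rise over 180 s flagged agonists.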
RXFP1 antagonist: qHTS Assay for Antagonists of the Relaxin Receptor RXFP1 | activity change, negative = inhibition, % at 57.5 µM | actives 0.59% (n = 350,000) | HEK293-RXFP1, relaxin-stimulated cAMP HTRF, 30 min; active compounds read low | Relaxin receptor 1 (Homo sapiens), Q9HBX9;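 active = activity change of -60% or lower, but not beyond a set lower limit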; note: % is set by controls: 0 for no effect and ±100 for the full control effect
Target sequence (Q9HBX9 whole entry, looked up): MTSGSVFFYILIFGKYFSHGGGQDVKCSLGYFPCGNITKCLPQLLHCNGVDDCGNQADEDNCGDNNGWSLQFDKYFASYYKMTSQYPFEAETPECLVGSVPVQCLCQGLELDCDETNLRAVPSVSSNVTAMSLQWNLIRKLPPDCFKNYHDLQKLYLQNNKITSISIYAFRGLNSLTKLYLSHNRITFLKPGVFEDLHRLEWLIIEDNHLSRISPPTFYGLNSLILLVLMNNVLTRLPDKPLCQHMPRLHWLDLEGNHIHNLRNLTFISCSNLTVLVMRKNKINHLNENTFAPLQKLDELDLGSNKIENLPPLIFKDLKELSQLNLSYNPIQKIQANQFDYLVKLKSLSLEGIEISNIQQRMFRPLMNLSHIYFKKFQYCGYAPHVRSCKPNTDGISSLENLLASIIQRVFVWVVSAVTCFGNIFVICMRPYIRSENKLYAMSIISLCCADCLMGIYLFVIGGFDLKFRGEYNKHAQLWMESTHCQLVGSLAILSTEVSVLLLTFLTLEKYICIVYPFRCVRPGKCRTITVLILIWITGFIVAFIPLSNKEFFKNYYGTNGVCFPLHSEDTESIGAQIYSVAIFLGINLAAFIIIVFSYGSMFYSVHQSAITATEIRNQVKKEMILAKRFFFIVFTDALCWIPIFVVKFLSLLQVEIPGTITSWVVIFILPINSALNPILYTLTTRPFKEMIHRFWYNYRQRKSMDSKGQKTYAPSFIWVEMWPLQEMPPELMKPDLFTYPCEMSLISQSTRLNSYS
D2 antag: HTS Assay for Allosteric Antagonists of the Human D2 Dopamine Receptor: Primary Screen for Antagonists; D(2) dopamine receptor (Homo sapiens), P14416; inhibition, % at 10 µM; AID 485344, 2010; HEK293 TREx D2 cells, calcium flux, dopamine EC80; actives 2% (n = 340,000); in the data active = inhibition above about 30%; note: 0% is about no effect
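Cells plated overnight at 30 C with tetracycline; no-wash calcium dye, 30–90 min RT; 10 s baseline; compound pinned; 180 s read; EC80 dopamine added; another 180 s read.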
D1 antag: Antagonist of Human D 1 Dopamine Receptor: qHTS. actives 3.2% (n = 360,000). HEK293 TREx D1 cells, calcium flux, dopamine EC80; active compounds read low. D(1A) dopamine receptor (Homo sapiens), P21728. AID 504652, 2011. activity change, negative = inhibition, % at 10 µM; in the data active = activity change below about -30%; note: % is set by controls: 0 for no effect and ±100 for the full control effect
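Allosteric or orthosteric antagonism assessed as attenuation of the calcium response to EC80 dopamine, added 180 s after compound, in induced HEK293 Trex D1 cells loaded with no-wash calcium dye.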
Numbers without * were called inactive; . = no result given; & = joins results of further samples. Cut-off read from the data, not from the text of the source, unless noted: active = activation above about 30%; inactive = the rest.

no.	SMILES	D2 potentiator	D2 ag	TRHR PAM	TRHR agonist	D1 potentiator	D1 agonist	RXFP1 antagonist	D2 antag	D1 antag
1	CCn1cnc2sc(C)c(C)c2c1=O	4	0.5	3	-0.4	-2	2	.	-5	10
2	O=C(O)COc1ccc(NC(=O)c2ccc3c(c2)C(=O)N(C2CCCCC2)C3=O)cc1	2	-0.4	-2	0.2	-1	1	-39	16	3
3	CCOC(=O)c1c(-c2ccccc2)oc2ccc(OCC(O)CNCCN(C)C)cc12 (stereo not drawn)	15	-1.2	12	-0.4	-8	45*	-100*	0	-48*
4	COc1cccc(-c2nnc3sc(-c4ccccn4)nn23)c1	-4	-1.3	3	-0.2	-3	2	4	-4	12
5	COc1ccc(CCN2CC(C(=O)NCCc3ccc(C(F)(F)F)cc3)CCC2=O)cc1 (stereo not drawn)	.	.	-7	-0.2	6	1	-11	.	-7
6	COc1ccc(-n2c(CN3CCN(c4ccccc4OC)CC3)nc3ccc([N+](=O)[O-])cc3c2=O)c(OC)c1	-19	0.2	7	-0.1	-2	0	3	-7	17
7	C/C(=N\Nc1cccc(C(=O)O)c1)c1cc2ccccc2o1	-1	-0.5	2	0.4	5	-4	-4	-25	-13
8	CC(=O)c1ccc(N2CCN(C(=O)c3cc(-c4cccnc4)nc4ccc(Br)cc34)CC2)cc1	0	1.3	-3	0.0	1	1	-1	20	3
9	COC(=O)/N=C(/Cc1ccc(OC)cc1)c1ccc(OC)cc1	-9	-1.8	-8	0.1	-7	2	-19	3	-8
10	COc1ccc(CCC(=O)N2CCN(c3ccc([N+](=O)[O-])cc3)CC2)cc1OC	-5	-0.4	-4	-0.4	-7	5	-22	-11	-11
11	O=C(/C=C/c1cn(CC(O)CN2CCCCC2)c2ccccc12)c1ccccc1 (stereo not drawn)	-23	1.8	-1	1.9	-5	31*	-24	-15	-50*
12	CC1CCCN(C2(O)C(=O)Nc3c(C(F)(F)F)cccc32)C1 (stereo not drawn)	10	0.5	0	0.8	2	4	-5	-9	-16
13	Cc1nc2ccc(F)cc2cc1C(=O)NC(C)C	-5	0.0	-4	0.4	-2	2	-19	4	-19
14	Cc1ccc(-c2cc(NC(=O)c3ccccc3[N+](=O)[O-])n[nH]2)cc1	-2	-0.2	5	0.2	-2	7	5	11	22
15	O=C(c1ccc2c(c1)OCO2)N(Cc1ccco1)C1(C(=O)NC2CCCCC2)CCCCC1	.	.	4	-0.1	-10	1	-6	.	-8

Record cards, from the list above. Values in the order: D2 potentiator | D2 ag | TRHR PAM | TRHR agonist | D1 potentiator | D1 agonist | RXFP1 antagonist | D2 antag | D1 antag
`CC(=O)c1ccc(N2CCN(C(=O)c3cc(-c4cccnc4)nc4ccc(Br)cc34)CC2)cc1` is listed as 0 | 1.3 | -3 | 0.0 | 1 | 1 | -1 | 20 | 3
`Cc1nc2ccc(F)cc2cc1C(=O)NC(C)C` is listed as -5 | 0.0 | -4 | 0.4 | -2 | 2 | -19 | 4 | -19
`COC(=O)/N=C(/Cc1ccc(OC)cc1)c1ccc(OC)cc1` is listed as -9 | -1.8 | -8 | 0.1 | -7 | 2 | -19 | 3 | -8
`COc1ccc(-n2c(CN3CCN(c4ccccc4OC)CC3)nc3ccc([N+](=O)[O-])cc3c2=O)c(OC)c1` is listed as -19 | 0.2 | 7 | -0.1 | -2 | 0 | 3 | -7 | 17

Next section
no.	SMILES	D2 potentiator	D2 ag	TRHR PAM	TRHR agonist	D1 potentiator	D1 agonist	RXFP1 antagonist	D2 antag	D1 antag
16	CC(=O)c1c(C)[nH]c(C(=O)CSc2nnc(C)s2)c1C	-9	0.8	-1	1.9	-4	4	-12	-20	1
17	CCN(CC)S(=O)(=O)c1cc(OC)c(Cl)cc1Cl	-1	-0.3	-6	-0.1	7	0	-7	-8	4
18	CCOC(=O)c1nn(-c2ccc(Cl)cc2)c2nc(Nc3ccccc3)cc(=O)n12	2	-0.9	-2	0.3	-2	-2	-23	-5	.
19	COCCn1nnnc1C(c1ccc(OC)cc1OC)N1CCN(c2ccccc2F)CC1 (stereo not drawn)	3	0.6	18	-0.6	4	-1	-13	4	0
20	CSc1c(-c2ccccn2)c(N)nn1C(=O)C1CC1	-4	1.7	2	0.4	-4	2	-11	-8	-1
21	CCCCC(=O)Nc1c2c(nn1-c1ccc([N+](=O)[O-])cc1)CS(=O)(=O)C2	-3	-0.3	4	0.6	-6	0	9	2	-13
22	COc1cccc(CN2CC(C(=O)NCCn3ccc(C)n3)CCC2=O)c1 (stereo not drawn)	14	1.2	-4	0.8	-1	4	10	2	14
23	CC1=NN(C(N)=S)C(=O)C1N=Nc1cc(Cl)ccc1Cl (stereo not drawn)	27	2.4	0	1.4	-1	4	-11	1	6
24	CCOC(=O)c1c(C)[nH]c(C)c1C(=O)COC(=O)c1cccnc1SC	11	-0.9	29	-0.7	-3	2	5	-18	0
25	O=S(=O)(c1ccc2c(c1)OCCO2)N1CCN(S(=O)(=O)c2ccc3c(c2)OCCO3)CC1	.	.	-3&2	0.5&0.5	7&-5	1&6	.	.	-5&-14
26	Cc1cccc(NC(=O)CCN2CCN(c3ccccc3F)CC2)c1	-21	.	4	0.0	-2	2	.	.	-13
27	CC1=NNC(=O)C1CCC(=O)N/N=C/c1ccc(Cl)cc1 (stereo not drawn)	-27	2.7	5	0.3	-3	3	-5	3	-7
28	COc1ccc(OCCn2c(=N)n(CCO)c3ccccc32)cc1	-3	0.6	0	1.3	-4	4	1	22	12
29	CCCOc1ccc(/C=C/C(=O)Nc2ccc([N+](=O)[O-])cc2C)cc1	-2	0.1	4	0.1	-1	2	8	-4	1
30	COCCn1c(SCC(=O)NC2(C#N)CCCCC2)nc2ccccc2c1=O	4	-1.0	-6	-1.1	-3	2	-8	-19	-6

3 of the entries above in order of their number in D2 potentiator, highest first:
No.	smiles	D2 potentiator	TRHR PAM	D1 potentiator	D1 agonist	RXFP1 antagonist	D2 antag	D1 antag
21	CCCCC(=O)Nc1c2c(nn1-c1ccc([N+](=O)[O-])cc1)CS(=O)(=O)C2	-3	4	-6	0	9	2	-13
20	CSc1c(-c2ccccn2)c(N)nn1C(=O)C1CC1	-4	2	-4	2	-11	-8	-1
16	CC(=O)c1c(C)[nH]c(C(=O)CSc2nnc(C)s2)c1C	-9	-1	-4	4	-12	-20	1

Additional entries follow.
no.	SMILES	D2 potentiator	D2 ag	TRHR PAM	TRHR agonist	D1 potentiator	D1 agonist	RXFP1 antagonist	D2 antag	D1 antag
31	Cc1ccc(N(CC(=O)NN=C2CCN(C)CC2)S(=O)(=O)c2ccccc2)c(C)c1	5	1.2	2	-0.2	0	0	-7	-9	3
32	CCOC(=O)[C@H]1[C@H]2COc3ccccc3[C@@H]2N2C(=O)c3cc(F)ccc3NC(=O)[C@@]12C	3	-0.1	3	-0.1	-3	2	.	0	-14
33	Fc1ccc(NC(=S)Nc2cccc(Cl)c2)cc1	6	0.4	5	1.5	-4	2	5	12	1
34	Cc1ccc(CN2C3CCCC2CC(NC(=O)c2ccc(C)cc2)C3)cc1 (stereo not drawn)	-26	-1.8	1	-1.4	-7	1	0	74*	-68*
35	CC(=O)N1CCc2cc(S(=O)(=O)NC(CC(C)C)C(=O)Nc3cc(C)cc(C)c3)ccc21 (stereo not drawn)	-8	0.1	-3	0.8	-1	7	-8	.	3
36	COc1ccc(NC2=CC(=S)NC(C)(C)C2)cc1	1	0.6	-7	1.0	-2	3	13	-12	2
37	Cc1ccc2nc(-c3ccccc3)c(CN3CCOCC3)n2c1	-8	0.0	4	-0.5	-4	2	-4	1	12
38	CN1N=C(C(=O)Nc2ccc3c(c2)CCC3)CCC1=O	-2	0.9	-1	0.2	-3	1	-4	-10	-32*
39	CC(=O)c1c(O)ccc2c(-c3ccccc3)cc(=O)oc12	-5	0.0	-3	0.0	5	2	21	0	-10
40	CCCCCCC1CC(CSc2ncn[nH]2)OC1=O (stereo not drawn)	.	.	8	-0.3	-2	1	-2	.	-13
41	CCOC(=O)c1c(C)[nH]c(C(=O)COC(=O)CNC(=O)C2CCCCC2)c1C	4	-0.4	-4	-0.4	-4	-1	9	14	-2
42	CCOC(=O)c1cc(-c2ccccc2)sc1NC(=O)CC	7	0.3	-4	-0.4	-7	6	2	-15	2
43	CCC(=O)N1CCc2cc(Br)cc(S(=O)(=O)NCc3ccccc3)c21	-22	0.3	-4	-0.5	-1	2	.	.	-14
44	O=C1CSC(=Nc2cccc(Cl)c2Cl)N1	4	0.0	4	0.1	0	2	2	-7	2
45	CC(c1ccccc1)N1CCn2c(nc3cc(NC(=O)c4cccs4)ccc32)C1 (stereo not drawn)	-6	1.1	1	0.1	-5	-3	-7	2	-12

Taken from above.
Entry for no. 43 under D1 antag: -14
Entry for no. 37 under D1 antag: 12
